# Screening results deposited in PubChem BioAssay by The Scripps Research Institute Molecular Screening Center.
# M5 ag: CHRM5 agonism in calcium assay; P08912; CHO-K1 hM5 cells, Fluo-8 calcium fluorescence; 0% DMSO wells, 100% maximal acetylcholine response; activation, % at 3 µM; 0.19% of 360,000 active;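 active = activation above the run's mean over test compounds plus 3 SD, cut at about 23% in these data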;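 also: signal is peak over basal fluorescence ratio across the kinetic read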
# Target sequence (P08912 whole entry, looked up): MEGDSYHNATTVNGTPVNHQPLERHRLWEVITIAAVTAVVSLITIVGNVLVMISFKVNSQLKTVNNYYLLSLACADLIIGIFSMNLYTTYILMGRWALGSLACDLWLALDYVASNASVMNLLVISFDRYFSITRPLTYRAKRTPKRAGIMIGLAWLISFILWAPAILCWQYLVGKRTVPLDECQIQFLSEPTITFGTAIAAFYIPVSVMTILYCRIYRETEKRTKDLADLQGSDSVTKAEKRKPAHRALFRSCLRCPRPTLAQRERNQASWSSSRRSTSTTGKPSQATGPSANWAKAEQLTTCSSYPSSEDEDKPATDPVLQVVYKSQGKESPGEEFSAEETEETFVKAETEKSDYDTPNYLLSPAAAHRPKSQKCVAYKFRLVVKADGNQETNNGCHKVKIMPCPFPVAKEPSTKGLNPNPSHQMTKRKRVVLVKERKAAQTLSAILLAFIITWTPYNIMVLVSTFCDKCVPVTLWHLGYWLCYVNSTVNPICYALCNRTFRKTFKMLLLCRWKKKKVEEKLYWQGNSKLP
# M1 ag parental: counter-screen for M1 agonists: effect in parental CHO-K1 cells; 0.48% of 360,000 active; activation, % at 3 µM; AID 602248; Fluo-8 calcium fluorescence; scaled to maximal ATP response, vehicle zero; in the data active = activation above about 15%;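 also: untransfected CHO-K1 host cells lacking M1 receptor as counterscreen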
# M1 PAM parental: nonselective activator or artifact in parental CHO-K1 calcium assay | ATP EC20, Fluo-8 calcium fluorescence; 0% at ATP EC20, 100% at ATP max | activation, % at 3 µM | 0.02% of 360,000 active;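 active = activation above the run cutoff, the mean activation of all test compounds plus 3 SD, cut at about 40% in these data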;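 also: peak over basal fluorescence ratio in a 140 s read after ATP addition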
# M4 PAM: CHRM4 positive allosteric modulation | CHO-K1 hM4/Gqi5, Fluo-8 calcium fluorescence, ACh EC20; 0% = ACh EC20, 100% = maximal ACh | 0.4% of 360,000 active | AID 624126 | activation, % at 3 µM | P08173;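 active = activation above its plate's cutoff, the mean activation of sample wells plus 3 SD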; also: some results filed as inactive read as strong as hits
# M5 antag: antagonists of human muscarinic M5 receptor (CHRM5) | CHO-hM5 cells, Fluo-8 calcium fluorescence, ACh EC80 | 0.59% of 360,000 active | P08912 | inhibition, % at 3 µM;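 active = inhibition above a per-plate cutoff, the mean of that plate's test compounds plus 3 SD, cut at about 27% in these data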;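 also: 0% = acetylcholine EC80 with DMSO and 100% = DMSO without agonist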
# M5 PAM: positive allosteric modulators of human muscarinic M5 receptor; P08912; 0.3% of 360,000 active; activation, % at 3 µM; CHO-K1 hM5, Fluo-8 calcium, ACh EC20 PAM; 0% = ACh EC20, 100% = ACh EC100;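 active = activation above the run cutoff, the mean activation of all test compounds plus 3 SD, cut at about 18% in these data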
#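 Assay system: CHO-K1 hM5 cells. Also added: acetylcholine at EC20 concentration, added after compound. Dosing: 3 µM, single dose. Times: compound preincubation 140 s before EC20 acetylcholine addition. Signal: Fluo-8 calcium fluorescence. Measure: % activation relative to EC20 and EC100 ACh responses. Repeats: singlicate, one well per test compound.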
# CHO-K1 Ca antag: nonselective inhibitor or artifact in parental CHO-K1 cells | ATP-induced calcium, Fluo-8 fluorescence | inhibition, % at 3 µM | 0.6% of 360,000 active | AID 602250;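 active = inhibition above a per-plate cutoff, the plate's mean sample inhibition plus 3 SD, cut at about 24% in these data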;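 also: 0% = DMSO plus EC80 ATP and 100% = DMSO alone without ATP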
# M4 antag: antagonists of human muscarinic M4 receptor (CHRM4); CHO-hM4 cells, ACh EC80, Fluo-8 calcium fluorescence; inhibition, % at 3 µM; 0.73% of 360,000 active; AID 624125;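 active = inhibition above its plate's cutoff, the mean inhibition of sample wells plus 3 SD, cut at about 27% in these data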;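 also: 0% = acetylcholine EC80 with DMSO and 100% = DMSO without agonist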
# M4 ag: CHRM4 agonism in calcium assay; CHO-K1 hM4/Gqi5, Fluo-8 calcium fluorescence; vehicle 0%, full acetylcholine response 100%; activation, % at 3 µM; 0.14% of 360,000 active;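 active = activation above the run mean over all test wells plus 3 SD, cut at about 32% in these data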;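 also: peak over basal fluorescence ratio per well then scaled between controls; 0% = DMSO wells and 100% = acetylcholine at EC100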
# An asterisk follows results filed as active.
SMILES,M5 ag,M1 ag parental,M1 PAM parental,M4 PAM,M5 antag,M5 PAM,CHO-K1 Ca antag,M4 antag,M4 ag
C1=C(CCNCC2CCCCC2)CCCC1,-2,0.3,-15,-6,-1,-3,-5,8,0
CN1CCN(CCCNC(=O)c2ccc(/C=C3/Sc4ccccc4N(Cc4cccc(Cl)c4)C3=O)cc2)CC1,-11,5.5,4,-31,13,-17,3,23,16
COC(=O)C(CC(=O)c1ccc(Cl)cc1)c1ccc(C)cc1 (centres undefined),-8,-0.6,-4,8,7,-3,-2,-6,-2
CCn1cc(C(=O)N[C@@H](CCSC)C(=O)NCCCn2ccnc2)c(=O)c2cc3c(cc21)OCO3,0,0.4,-11,-2,7,-4,-7,-1,1
CCOc1ccc(CN2CCN(CCCn3cccn3)CC2CCO)cc1 (centres undefined),-3,0.4,16,-17,1,3,-13,5,0
O=C(Nc1cc(C(F)(F)F)ccc1N1CCOCC1)c1cccnc1,0,0.1,5,1,9,-4,-10,-3,0
CCOC(=O)/C(=N/Nc1ccccc1)N1CCCc2ccccc21,-3,-0.5,-13,-10,4,-7,17,-1,-2
COc1cc(CN2C[C@@H](CO)O[C@@H](n3cnc4c(NCCN(C)C)ncnc43)C2)cc(OC)c1OC,0,0.0,11,4,-4,0,5,-9,0
CCCN1CCC(NC(=O)C2CCCCC2C(=O)O)CC1 (centres undefined),-5,-0.4,0,4,2,8,1,0,1
COc1ccc(C(O)c2ncc(-c3ccccc3)[nH]2)cc1 (centres undefined),0,0.1,8,6,1,1,-15,-6,1
CC[n+]1ccc(C)c2cc(SC(F)(F)F)ccc21,2,-0.8,-1,1,-12,0,-4,-6,0
CN(C)S(=O)(=O)c1cccc(C(=O)Nc2ccc(N3CCOCC3)cc2)c1,-8,1.3,1,-11,16,-16,-5,5,3
O=C(CCCN1C(=O)CCC1=O)Nc1ccc2c(c1)OCCO2,-4,0.0,4,-2,8,1,-8,0,0
CC(C)c1ccc(NC2CCCN(C(=O)CCc3cn[nH]c3)C2)cc1 (centres undefined),-2,0.2,11,-2,7,5,-4,3,1
COc1ccc(CNS(=O)(=O)NCc2ccccc2)cc1OC,1,3.8,6,5,10,-2,0,0,4
CCOc1ccc(/C=N/NC(=O)c2cc3ccccc3cc2OC)cc1,-2,7.8,9,-4,7,-4,-6,5,7
NC(N)=NS(=O)(=O)c1ccc(NC(=S)NC(=O)c2ccc3c(c2)OCO3)cc1,-7,-0.1,-2,4,4,0,-5,-10,0
CCOC(=O)CSc1ncc(-c2cccc(Cl)c2)cn1,-5,0.3,8,-6,-8,2,-7,7,-2
O=c1cc(CSCc2ccc(Cl)cc2)[nH]c(=O)[nH]1,-3,0.1,5,-10,15,-6,-5,-8,1
CCCNC(=O)CC(NS(=O)(=O)c1ccc(OC)cc1)c1ccco1 (centres undefined),3,2.2,12,4,-2,3,0,-4,2
CC(NC(=O)C(CC(=O)OC(C)(C)C)NC(=O)OC(C)(C)C)C(N)=O (centres undefined),1,-0.2,-4,-2,0,0,-6,9,1
O=C(CN1C(=O)CSc2ccc(S(=O)(=O)N3CCOCC3)cc21)NCc1c(F)cccc1Cl,-1,0.5,0,5,3,-4,-10,-5,2
O=C(Nc1ccccc1)OC1CC2CC1C1CCCC21 (centres undefined),-6,1.8,12,-6,13,-7,-19,9,-1
COc1ccc(OCc2cccc(C(=O)Nc3ccc(CN4CCCCC4)cc3)c2)cc1,-7,0.7,6,-7,14,-10,-6,9,4
CCn1c(Cc2ccc(OC)cc2)nnc1SCC(=O)Nc1cccc(C(=O)OC)c1,0,1.2,16,8,5,-8,-10,4,0

# Retrieved by structure from the list above, six records:
SMILES,M5 ag,M1 ag parental,M1 PAM parental,M4 PAM,M5 antag,M5 PAM,CHO-K1 Ca antag,M4 antag,M4 ag
O=C(Nc1ccccc1)OC1CC2CC1C1CCCC21 (centres undefined),-6,1.8,12,-6,13,-7,-19,9,-1
CCOc1ccc(/C=N/NC(=O)c2cc3ccccc3cc2OC)cc1,-2,7.8,9,-4,7,-4,-6,5,7
COc1ccc(CNS(=O)(=O)NCc2ccccc2)cc1OC,1,3.8,6,5,10,-2,0,0,4
CCCNC(=O)CC(NS(=O)(=O)c1ccc(OC)cc1)c1ccco1 (centres undefined),3,2.2,12,4,-2,3,0,-4,2
CN(C)S(=O)(=O)c1cccc(C(=O)Nc2ccc(N3CCOCC3)cc2)c1,-8,1.3,1,-11,16,-16,-5,5,3
CCn1cc(C(=O)N[C@@H](CCSC)C(=O)NCCCn2ccnc2)c(=O)c2cc3c(cc21)OCO3,0,0.4,-11,-2,7,-4,-7,-1,1

# Next part.
SMILES,M5 ag,M1 ag parental,M1 PAM parental,M4 PAM,M5 antag,M5 PAM,CHO-K1 Ca antag,M4 antag,M4 ag
O=C(CSc1c2c(nc3cc(Cl)ccc13)CCCC2)NCc1ccco1,-9,0.0,-16,-5,7,-7,1,3,1
CCOc1ccc(N2CC(C(=O)NCCc3ccc(OC)c(OC)c3)CC2=O)cc1 (centres undefined),-2,0.4,14,23,2,-1,0,-16,2
Cc1ccc(-c2ccc(CCC(=O)O)n2NC(=O)c2cccs2)cc1,0,-0.1,9,-3,1,-2,-3,0,0
COc1ccc(-c2coc3c(C(=O)NCc4ccc(C(F)(F)F)cc4)cccc23)c(C)c1,1,0.9,-1,-12,-5,-5,3,4,1
Cc1ccc(-n2cnc3c(sc4nc(N5CCOCC5)c5c(c43)CCCC5)c2=O)cc1,0,0.6,21,3,2,2,-11,0,1
CCSC1=C(C#N)C(c2ccc(Cl)cc2)C2=C(CCCC2=O)N1 (centres undefined),2,0.1,-4,1,-7,2,-8,9,0
O=c1cc(-c2c(O)c3ccccc3n(Cc3ccccc3)c2=O)[nH][nH]1,0,17*,10,-3,15,-11,9,-1,13
O=C(Nc1ccc2c(c1)OCO2)c1cc(C2CCCCN2S(=O)(=O)c2ccccc2)on1 (centres undefined),-2,0.7,11,-4,-2,1,-1,2,1
O=C(N[C@@H]1c2ccccc2CC[C@@H]1OCc1ccccc1)c1ccc(C(F)(F)F)cc1,-1,0.3,18,3,0,-3,-10,1,0
COC(=O)c1cc(C#N)c(N2CCN(C)CC2)nc1C,-2,0.1,3,8,1,1,-6,1,2
CCN(CC)S(=O)(=O)c1cc(NC(=O)CCc2c(C)noc2C)ccc1C,1,0.7,1,0,10,-2,-7,-12,2
Cc1ccccc1Oc1nc2c(C)cccn2c(=O)c1/C=C(\C#N)C(=O)Nc1c(C)n(C)n(-c2ccccc2)c1=O,-7,0.3,23,2,4,-11,-5,-5,1
Cc1c(CCC(=O)NCC(=O)NCC(=O)O)c(=O)oc2cc3oc4c(c3cc12)CCCC4,-5,1.4,19,2,6,0,-17,-15,0
CCn1cc(C(=O)NCCc2ccccc2)c(=O)c2cc(S(=O)(=O)N(C)C)ccc21,-3,1.1,22,4,5,1,4,-8,1
COc1ccccc1NC(=S)NCc1cccnc1,0,0.0,4,1,3,-2,0,8,0
O=C(CSC1=NNC(c2ccccn2)S1)Nc1ccc(C(F)(F)F)cc1 (centres undefined),11,8.7,12,-7,2,-7,-4,7,18
Cc1nn(-c2ccc(NC(=O)c3ccncc3)cc2)c(C)c1Cl,18,13,-5,-12,7,-18,9,-7,23
CCN(CC(=O)NCc1ccc(F)cc1)CC(=O)NC1CCCC1,-5,-0.6,5,8,-6,-3,-10,-19,3
O=C(CSc1ccc2ccccc2n1)N1CCC(c2noc3ccc(F)cc23)CC1,-1,1.1,1,-15,1,-4,6,-1,5
CCOC(=O)CN1C(=O)C(Sc2n[nH]c(-c3cccc(C)c3)n2)CCc2ccccc21 (centres undefined),0,2.8,21,-10,4,-4,-5,4,1
CC(C)(C)NC(=O)NC(=O)COC(=O)Cc1c(Cl)cccc1Cl,-2,0.9,-1,1,7,1,-15,-6,5
C[C@H](CO)N1C[C@H](C)[C@@H](CN(C)Cc2ccc(C(=O)O)cc2)Oc2c(NS(=O)(=O)c3ccc(F)cc3)cccc2C1=O,4,0.5,5,7,6,4,-6,-9,1
Cc1cccc(N(Cc2ccccc2)C(=O)C2CCN(C(=O)c3ccccc3C)CC2)c1,-5,-0.4,9,1,-1,2,9,3,2
CCCCN1C(=O)CCC(C(=O)O)C1c1ccc(OC)cc1 (centres undefined),-1,0.3,17,24,-7,18,-7,-33,0
CC(=O)Nc1ccc(C(=O)CSc2nnnn2C(C)C)cc1,0,-0.2,-5,8,-9,5,10,5,3
# The results go on:
SMILES,M5 ag,M1 ag parental,M1 PAM parental,M4 PAM,M5 antag,M5 PAM,CHO-K1 Ca antag,M4 antag,M4 ag
COc1ccc(NC(=O)COc2ccc(/C=C/c3cc[n+](C)cc3)cc2OC)cc1,-4,0.7,14,3,11,-2,-15,-5,0
C[C@@H]1CC[C@]2(C(=O)O)CC[C@]3(C)C(=CCC4[C@@]5(C)CC[C@H](O)[C@@](C)(C(=O)O)C5CC[C@]43C)C2[C@]1(C)O (some centres undefined),2,-0.4,-11,2,13,3,8,6,1
Cc1nc(NCc2ccco2)nc2c1C(=O)CC(C)C2 (centres undefined),-2,-0.2,-4,21,-8,7,6,2,1
CC1CN(Cc2c(O)ccc3c(=O)c(-c4ccccc4Cl)coc23)CC(C)O1 (centres undefined),-4,0.6,1,-6,9,1,-21,-1,-1
Cc1cc(C)c(C)c(OCC(=O)NCc2nc(-c3ccccc3)no2)c1,-7,0.6,22,-2,-2,-3,-11,2,0
CN(c1ccccc1)c1nc(-n2ccnc2)nc(-n2ccnc2)n1,-6,0.5,7,-3,-6,-1,-14,-2,2
COC(=O)CCCn1cc(CN2CC(N3CCCCC3)CS2(=O)=O)nn1 (centres undefined),2,1.8,20,5,-5,-1,-11,2,1
